# From PubChem BioAssay
# STK33 kin inh: STK33 kinase inhibitors, primary screen, biochemical, luminescence, ADP-Glo, MBP substrate | Serine/threonine-protein kinase 33 (Homo sapiens), Q9BYT3 | inhibition, % at 12.5 µM | 27,000 compounds, 0.44% hits | AID 2322, 2010; in the data active = inhibition above about 20%; inconclusive = no clear call, values can overlap the other calls
# Target sequence (Q9BYT3 whole entry, looked up): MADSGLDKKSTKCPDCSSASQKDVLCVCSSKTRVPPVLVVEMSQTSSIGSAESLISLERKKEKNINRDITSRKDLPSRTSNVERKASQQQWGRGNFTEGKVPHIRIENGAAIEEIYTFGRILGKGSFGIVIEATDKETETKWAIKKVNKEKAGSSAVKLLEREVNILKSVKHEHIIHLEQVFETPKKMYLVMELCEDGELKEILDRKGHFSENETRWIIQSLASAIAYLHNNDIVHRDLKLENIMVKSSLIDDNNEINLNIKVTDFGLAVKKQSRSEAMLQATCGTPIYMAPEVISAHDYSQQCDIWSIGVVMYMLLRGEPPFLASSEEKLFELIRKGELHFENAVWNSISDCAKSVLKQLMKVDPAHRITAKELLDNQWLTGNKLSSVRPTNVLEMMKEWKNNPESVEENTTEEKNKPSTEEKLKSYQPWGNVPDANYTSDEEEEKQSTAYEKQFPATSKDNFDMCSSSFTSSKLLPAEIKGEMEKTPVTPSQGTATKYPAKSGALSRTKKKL
# p53 PUMA act: mutant p53 pathway re-activators, primary screen, cell-based, SW480, luciferase, single point, HTS; SW480 PUMA-promoter luciferase, p53 mutant reactivation; activation, % at 9.98 µM; 28,000 compounds, 1.5% hits; AID 624151, 2012; in the data active = activation above about 52%; inconclusive = no clear call, values can overlap the other calls
# * marks the source's active call; other numbers are inactive results; ? = inconclusive; . = not tested or not shown. A portion of the library; the hit share may differ from the screen's.
SMILES | STK33 kin inh | p53 PUMA act
Cc1cc(C(=O)Nc2cccc3c2O[C@H](CN(C)C(=O)Nc2ccc(F)cc2)[C@@H](C)CN([C@H](C)CO)C3=O)n(C)n1 | . | -2.3
COc1ccc(S(=O)(=O)Nc2ccc3c(c2)C(=O)N([C@H](C)CO)C[C@@H](C)[C@@H](CN(C)CC2CC2)O3)cc1 | . | 2.5
COc1cc(CNC2CCCC2)cc(I)c1OCC(N)=O | 4.0 | 10.2
CC(C)NC(=O)Nc1ccc2c(c1)C(=O)N([C@H](C)CO)C[C@@H](C)[C@H](CN(C)Cc1ccccc1)O2 | -2.0 | .
CCN(CC)CCCn1c(-c2ccc(C)cc2)cn2c3ccccc3nc12 | -1.7 | -24.0
CC(NS(=O)(=O)c1ccccc1)C(=O)Nc1cc(Cl)ccc1Oc1ccccc1 (centres undefined) | 9.8 | 4.0
NC(=O)c1cc(-c2ccccc2)sc1NC(=O)Cn1cnc2scc(-c3ccccc3)c2c1=O | 2.5 | -8.1
COCc1cc(O)c(O)c(O)c1-c1c(COC)cc(O)c(O)c1O | 7.2 | 2.7
C[C@@H]1CCCCO[C@@H](CN(C)C(=O)CCCN(C)C)[C@@H](C)CN([C@H](C)CO)C(=O)c2cc(NS(=O)(=O)c3cn(C)cn3)ccc2O1 | -2.8 | .
COc1cc(C2c3c(cc(OC)c(O)c3OC)CC(CO)C2CO[C@@H]2O[C@H](CO)[C@@H](O)[C@H](O)[C@H]2O)cc(OC)c1O (some centres undefined) | 1.2 | -4.0
CC(C)NC(=O)N(C)C[C@@H]1Oc2ccc(NS(=O)(=O)c3ccc(Cl)cc3)cc2C(=O)N([C@H](C)CO)C[C@H]1C | 0.3 | .
CC(C)NC(=O)N(C)C[C@H]1Oc2ccc(NC(=O)Nc3ccc(C(F)(F)F)cc3)cc2CC(=O)N([C@@H](C)CO)C[C@@H]1C | -1.4 | .
COc1ccc(CCC(=O)O)c(O[C@@H]2O[C@H](CO)[C@@H](O)[C@H](O)[C@H]2O)c1 | 0.0 | 7.9
CC(Oc1ccc(F)cc1)C(=O)NCCN1CCOCC1 (centres undefined) | -2.1 | -10.6
Cc1nnc(SCC(=O)Nc2cccc(I)c2)s1 | 1.2 | 0.4
Cc1ccc(S(=O)(=O)N(C)C[C@@H]2Oc3ccc(NS(=O)(=O)c4cn(C)cn4)cc3CC(=O)N([C@H](C)CO)C[C@H]2C)cc1 | -2.5 | .
COc1ccc(C#Cc2ccc3c(c2)O[C@@H](CN(C)C(=O)NC2CCCCC2)[C@H](C)CN([C@H](C)CO)S3(=O)=O)cc1 | . | -29.0
C[C@@H]1CN([C@H](C)CO)S(=O)(=O)c2ccc(-c3ccc(F)cc3)cc2O[C@@H]1CN(C)Cc1ccccc1C(=O)O | . | 7.1
CC(C(=O)N1CCN(C)CC1)N(c1ccc(Oc2ccccc2)cc1)S(C)(=O)=O (centres undefined) | 1.9 | 2.1
CN(C)CCN(Cc1ccc(Cl)cc1)c1ccccn1 | 3.5 | -9.2
Cc1noc(C)c1NC(=O)Nc1ccc2c(c1)CC(=O)N([C@H](C)CO)C[C@H](C)[C@H](CN(C)C(=O)Nc1ccccc1)O2 | 0.1 | .
Cc1noc(C)c1NC(=O)Nc1cccc2c1O[C@@H](CN(C)Cc1ccc3c(c1)OCO3)[C@H](C)CN([C@H](C)CO)C2=O | . | 14.1
Cc1ccc2c(C)c(C(=O)Nc3sc4c(c3C(=O)NCc3cccnc3)CCCC4)oc2c1 | 0.8 | -2.7
C[C@H]1CN([C@@H](C)CO)C(=O)c2cc(NC(=O)Nc3ccccc3)ccc2O[C@H]1CN(C)Cc1ccncc1 | -0.7 | -25.7
Cc1ccc(C)c(NC(=O)c2ccc(OCC(=O)Nc3cccc(Cl)c3)cc2)c1 | 6.0 | 0.6
C[C@@H]1CN([C@@H](C)CO)C(=O)Cc2cc(NS(=O)(=O)c3cccs3)ccc2O[C@@H]1CN(C)Cc1ccc2c(c1)OCO2 | -3.6 | .
COc1ccccc1NC(=O)N(C)C[C@@H]1OCc2cnnn2CCCC(=O)N([C@H](C)CO)C[C@H]1C | 2.6 | -3.0
C[C@@H]1CCCCO[C@H](CN(C)Cc2ccc(C(F)(F)F)cc2)[C@@H](C)CN([C@H](C)CO)C(=O)c2cc(NS(C)(=O)=O)ccc2O1 | -0.6 | .
COc1cc([N+](=O)[O-])ccc1NC(=O)CS(=O)(=O)Cc1ccccc1 | -0.5 | 8.6
C[C@H]1CN([C@@H](C)CO)C(=O)Cc2cc(N(C)C)ccc2O[C@H]1CN(C)C(=O)Nc1ccc2c(c1)OCO2 | -4.2 | .
COc1ccc(CN(C)C[C@H]2Oc3ccc(NC(=O)Nc4ccc(F)cc4)cc3C(=O)N([C@@H](C)CO)C[C@H]2C)cc1 | . | 10.8
CC(=O)OC[C@]12[C@H](OC(C)=O)[C@H](OC(C)=O)[C@@H]3[C@@H](OC(C)=O)[C@@]14O[C@@]3(C)COC(=O)c1ncccc1CC[C@H](C)C(=O)O[C@@H]([C@H](O)[C@@H]2OC(=O)c1ccccc1)[C@]4(C)O | -1.2 | .
O=C(O)CCC/C=C\C[C@@H]1CO[C@H](C(F)(F)F)O[C@@H]1c1ccccc1O | 3.6 | -4.2
Cc1noc(C)c1S(=O)(=O)N(C)C[C@H]1OCCCC[C@H](C)Oc2ccc(NC(=O)CCCN(C)C)cc2C(=O)N([C@H](C)CO)C[C@@H]1C | . | 10.1
O=C(CS(=O)(=O)Cc1ccccc1)Nc1cccnc1 | -3.9 | -13.2
CCn1cc(C(=O)OCc2ccc3nonc3c2)c(=O)c2ccc(C)nc21 | -2.8 | 2.2
C[C@H]1CN([C@@H](C)CO)C(=O)Cc2cc(NS(=O)(=O)c3ccccc3)ccc2O[C@@H]1CN(C)CC1CCCCC1 | -0.2 | .
CC(NS(=O)(=O)c1ccc(Cl)cc1)C(=O)Nc1c(F)cccc1F (centres undefined) | -0.3 | -2.1
c1ccc(C2CN3CCSC3=N2)cc1 (centres undefined) | 0.7 | .
Cc1ccc(-c2ccn(-c3ccc(C)c(Cl)c3)c(=S)n2)cc1 | . | 17.5
COc1ccc(NC(=O)CN2CCN(S(=O)(=O)N(C)C)CC2)cc1 | 10.3 | -3.1
CC(C)NC(=O)N(C)C[C@@H]1OCCCC[C@@H](C)Oc2ccc(NC(=O)C3CCCCC3)cc2C(=O)N([C@@H](C)CO)C[C@H]1C | . | 3.7
CC(C)NC(=O)N(C)C[C@H]1Oc2ccc(NC(=O)Nc3ccc(F)cc3)cc2C(=O)N([C@@H](C)CO)C[C@@H]1C | -0.9 | .
COc1ccc2c3c([nH]c2c1)[C@H]1C[C@H]2[C@H](C[C@@H](O)[C@H](OC)[C@H]2C(=O)O)CN1CC3 | -5.5 | -13.4
C/C=C/c1ccc2c(c1)O[C@H](CN(C)C(=O)NC1CCCCC1)[C@@H](C)CN([C@@H](C)CO)S2(=O)=O | . | -4.3
CNC[C@H]1OCCCC[C@@H](C)Oc2ccc(NC(=O)Nc3cccc4ccccc34)cc2C(=O)N([C@H](C)CO)C[C@H]1C | . | -1.9
O=C(CSc1ccccn1)N1CCN(S(=O)(=O)c2ccccc2)C1 | . | -4.8
Cc1ccc(S(=O)(=O)N(C)C[C@@H]2Oc3ccc(NC(=O)C4CC4)cc3C(=O)N([C@H](C)CO)C[C@@H]2C)cc1 | -6.3 | .
Cc1cc(SCC(=O)NN)c(C)cc1Cl | 4.0 | .
Cc1cccc(N2C(=O)CC(SCc3nc4ccccc4[nH]3)C2=O)c1 (centres undefined) | -0.7 | -4.9

# (next part)
SMILES | STK33 kin inh | p53 PUMA act
Cc1ccccc1OCC(=O)Nc1cc2nn(-c3ccccc3)nc2cc1Cl | 1.4 | 9.3
C[C@@H]1CN([C@H](C)CO)C(=O)Cc2cc(NS(=O)(=O)c3cccs3)ccc2O[C@@H]1CN(C)CC1CC1 | 1.2 | 7.2
OCCN1CCN(CC(O)COc2ccc(Cl)cc2)CC1 (centres undefined) | 6.1 | -0.2
O=C1N(CCS(=O)(=O)c2ccccc2)Cc2ccccc2C[C@]12N=C(c1ccc(OCCCO)cc1)O[C@@H]2c1ccccc1 | 8.8 | .
Cc1cc(=O)[nH]c(SCC(=O)Nc2ccnc3ccccc23)n1 | -1.6 | 14.0
C[C@H](CO)N1C[C@H](C)[C@@H](CN(C)CC2CC2)Oc2c(NC(=O)c3ccncc3)cccc2C1=O | . | -5.3
C[C@H](CO)N1C[C@H](C)[C@H](CN(C)C)Oc2ccc(N(C)C)cc2CC1=O | . | -0.2
COc1ccc(CN(C)C[C@@H]2Oc3ccc(NC(=O)Cc4cn(C)c5ccccc45)cc3C(=O)N([C@H](C)CO)C[C@@H]2C)cc1 | . | -7.4
C[C@H](CO)N1C[C@H](C)[C@H](CN(C)C(=O)Nc2ccccc2)Oc2ncc(C#Cc3ccc(C(F)(F)F)cc3)cc2C1=O | 5.1 | -19.2
COc1ccc(NC(=O)c2ccc(OC(=O)CCN3C(=O)c4ccccc4C3=O)cc2)cc1 | -3.8 | 43.7
O=C(CSc1nc2ccccc2s1)Nc1cc(Cl)cc(Cl)c1 | 0.8 | -1.6
Cc1noc(C)c1S(=O)(=O)Nc1ccc2c(c1)C(=O)N([C@H](C)CO)C[C@H](C)[C@H](CN(C)C(=O)Nc1ccc3c(c1)OCO3)OCCCC[C@@H](C)O2 | -0.4 | .
C[C@@H]1CCCCO[C@@H](CN(C)Cc2ccc3c(c2)OCO3)[C@@H](C)CN([C@H](C)CO)C(=O)c2cc(N(C)C)ccc2O1 | -4.5 | .
C[C@H]1CN([C@@H](C)CO)C(=O)c2cccc(NC(=O)c3ccncc3)c2O[C@@H]1CN(C)C(=O)Nc1ccc(C(F)(F)F)cc1 | . | 0.4
N#Cc1c(-c2ccccc2)nc2n1CCS2 | . | ?
COc1ccccc1CCNC(=O)c1ccoc1C | -1.8 | 46.5
CCCC#Cc1cnc2c(c1)C(=O)N([C@H](C)CO)C[C@@H](C)[C@H](CN(C)Cc1ccccc1F)O2 | . | 2.2
C[C@@H]1CN([C@H](C)CO)C(=O)CCCn2nncc2CO[C@H]1CN(C)C(=O)Nc1ccc(N2CCN(C)CC2)cc1 | . | 6.2
C[C@@H]1CCCCO[C@@H](CN(C)C(=O)Nc2cccc3ccccc23)[C@@H](C)CN([C@H](C)CO)C(=O)c2cc(NC(=O)c3ccncc3)ccc2O1 | 0.6 | -27.3
C[C@H](CO)N1C[C@H](C)[C@H](CN(C)S(=O)(=O)c2ccc(Cl)cc2)OCCCC[C@H](C)Oc2ccc(NC(=O)Nc3ccc(C(F)(F)F)cc3)cc2C1=O | . | -17.0

# Structures listed so far that contain a thiophene ring, fused or not (four):
SMILES | STK33 kin inh | p53 PUMA act
NC(=O)c1cc(-c2ccccc2)sc1NC(=O)Cn1cnc2scc(-c3ccccc3)c2c1=O | 2.5 | -8.1
Cc1ccc2c(C)c(C(=O)Nc3sc4c(c3C(=O)NCc3cccnc3)CCCC4)oc2c1 | 0.8 | -2.7
C[C@@H]1CN([C@@H](C)CO)C(=O)Cc2cc(NS(=O)(=O)c3cccs3)ccc2O[C@@H]1CN(C)Cc1ccc2c(c1)OCO2 | -3.6 | .
C[C@@H]1CN([C@H](C)CO)C(=O)Cc2cc(NS(=O)(=O)c3cccs3)ccc2O[C@@H]1CN(C)CC1CC1 | 1.2 | 7.2

# Remaining list, next part
SMILES | STK33 kin inh | p53 PUMA act
C[C@H]1CN([C@@H](C)CO)C(=O)c2cccc(NC(=O)NC3CCCCC3)c2O[C@H]1CN(C)S(=O)(=O)c1cccs1 | . | -16.9
C[C@H](CO)N1C[C@H](C)[C@@H](CN(C)Cc2ccc3c(c2)OCO3)Oc2ccc(NC(=O)NC3CCCCC3)cc2C1=O | . | 2.2
CNS(=O)(=O)c1cc(OCC(N)=O)c(C)cc1Cl | 0.4 | -4.3
Cc1ccc(NC(=O)c2ccc(S(=O)(=O)N3CC(C)CC(C)C3)cc2)c(C(=O)c2ccccc2)c1 (centres undefined) | . | -5.2
C[C@H]1CN([C@@H](C)CO)C(=O)c2cc(NS(=O)(=O)c3ccc(F)cc3)ccc2O[C@H]1CN(C)Cc1ccc(Oc2ccccc2)cc1 | 1.3 | .
CCOc1ccccc1CNCc1ccccn1 | -5.6 | 10.1
Cc1cc(C)c(NC(=O)CN(C)S(=O)(=O)c2ccccc2)c(C)c1 | -2.6 | -0.9
COc1ccc(NC(=O)N(C)C[C@H]2Oc3ccc(NC(=O)Cc4cn(C)c5ccccc45)cc3C(=O)N([C@@H](C)CO)C[C@@H]2C)cc1 | 0.8 | .
C[C@H](CO)N1C[C@H](C)[C@H](CN(C)Cc2ccc3c(c2)OCCO3)OCc2cn(nn2)CCCC1=O | -1.0 | .
C[C@@H]1CN([C@H](C)CO)S(=O)(=O)c2ccc(C#Cc3ccccc3F)cc2O[C@@H]1CN(C)C(=O)Cc1ccccc1 | . | -35.4
Cc1cc(C(F)(F)F)nc(SCC(=O)Nc2ccc(Cl)cc2)n1 | 0.3 | 25.2
O=c1[nH]c(=S)c2c(n1N1CCOCC1)CCC2 | . | 1.2
Cc1ccccc1CN(C)C[C@@H]1OCc2cn(nn2)CCCC(=O)N([C@H](C)CO)C[C@H]1C | 1.0 | .
C[C@@H]1CN([C@H](C)CO)C(=O)c2cc(NS(=O)(=O)c3cn(C)cn3)ccc2O[C@H]1CN(C)C(=O)Nc1ccc2c(c1)OCO2 | . | -2.0
Cc1ccc(S(=O)(=O)N(C)C[C@H]2OCCCC[C@@H](C)Oc3ccc(NC(=O)C4CCCCC4)cc3C(=O)N([C@H](C)CO)C[C@@H]2C)cc1 | -26.6 | .
C[C@@H]1CN([C@H](C)CO)C(=O)CCCn2cc(nn2)CO[C@@H]1CN(C)Cc1ccccc1 | 1.5 | -2.8
Cc1noc(C)c1NC(=O)Nc1cccc2c1O[C@H](CN(C)S(=O)(=O)c1ccc(Cl)cc1)[C@H](C)CN([C@H](C)CO)C2=O | . | -2.2
